ALOX12 inh: blocks human arachidonate 12S-lipoxygenase | P18054 | actives 1.1% (n = 580,000) | AID 1671190 | Potency, µM (doses to about 108 µM), without a hit: top-dose activity change, negative = inhibition, hits mostly inhibitors | purified 12hLO, xylenol orange hydroperoxide absorbance; also: potency is read from the fitted curve at half-maximal effect; % is scaled to controls: 0 for no effect and ±100 for the full control effect
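Purified human 12hLO at 150 nM in 25 mM Hepes, 0.01% Triton X-100, pH 7.0, preincubated 15 min at room temperature with compound. Reaction started with 40 uM arachidonic acid, 30 min at room temperature. Hydroperoxide measured by Fe-xylenol orange, 573/405 nm absorbance ratio.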
Pol beta inh: inhibitors of human DNA polymerase beta; AID 485314; Potency, µM (doses to about 114 µM), inactives show at the highest dose activity change, negative = inhibition, hits mostly inhibitors; actives 1.3% (n = 340,000); P06746; Pol beta primer extension/strand displacement, fluorescence kinetic; also: potency is read from the fitted curve at half-maximal effect; % is scaled to controls: 0 for no effect and ±100 for the full control effect
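Human Pol beta at 10 nM; strand-displacement substrate 50 nM final. Compound exposure 15 min at room temperature before start, reaction 10 min at room temperature.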
TRHR agonist: activates the human TRH receptor; P34981; TRHR cells, calcium flux fluo-8, FDSS agonist mode; activation, % at 2 µM; actives 0.18% (n = 360,000); in the data active = activation above about 30%; also: 0% is about no effect
Target sequence (P34981 whole entry, looked up): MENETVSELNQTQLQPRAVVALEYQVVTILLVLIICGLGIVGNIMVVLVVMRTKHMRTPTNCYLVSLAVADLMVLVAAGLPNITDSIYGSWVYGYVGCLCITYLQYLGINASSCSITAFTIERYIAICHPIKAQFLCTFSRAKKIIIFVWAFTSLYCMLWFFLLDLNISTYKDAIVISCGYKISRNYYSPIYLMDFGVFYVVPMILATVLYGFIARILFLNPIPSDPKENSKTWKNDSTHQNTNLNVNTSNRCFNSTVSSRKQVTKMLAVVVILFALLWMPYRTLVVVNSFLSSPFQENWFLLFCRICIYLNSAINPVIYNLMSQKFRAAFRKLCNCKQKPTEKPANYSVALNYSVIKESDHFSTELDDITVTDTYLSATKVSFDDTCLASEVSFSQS
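Agonist-mode FDSS calcium read (Ex 480/Em 530, 1 s cycles) in 1536-well TRHR cells with fluo-8 dye, after 10-cycle baseline and 23 nL compound addition; TRH at EC20 (10 nM final) added afterwards for the enhancer phase.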
POLI inh: DNA polymerase iota (human) inhibition | actives 1% (n = 390,000) | AID 588590 | Pol iota fluorescent replication assay, 10 min | Potency, µM (top dose mostly 115 µM), inactives show at the highest dose activity, negative = inhibition, usual class: inhibitors; also: potency is read from the fitted curve at half-maximal effect
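Fluorescent replication assay read twice, at 0 min and 10 min after adding 50 nM (final) substrate. Enzyme (10 nM) and compounds were first incubated 15 min at room temperature; enzyme-free buffer wells were negative controls.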
Apoferritin bind: binds horse apoferritin like a general anesthetic. P02791. actives 0.074% (n = 350,000). AID 485281. apoferritin/1-aminoanthracene competitive binding, fluorescence. Potency, µM (highest dose often 77.5 µM), without a hit: at the top dose activity change, negative = displacement, usual class: inhibitors; also: potency is read from the fitted curve at half-maximal effect; % is scaled to controls: 0 for no effect and ±100 for the full control effect; nearly all actives have a fitted effect of over 20% in size
Target sequence (P02791 2-175 limits assumed): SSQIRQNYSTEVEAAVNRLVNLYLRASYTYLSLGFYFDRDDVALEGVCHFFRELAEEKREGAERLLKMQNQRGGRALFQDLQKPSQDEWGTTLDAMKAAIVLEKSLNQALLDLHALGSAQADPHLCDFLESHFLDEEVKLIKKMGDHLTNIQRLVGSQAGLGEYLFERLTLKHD
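Horse-spleen apoferritin (10 uM) in 50% saturated 1-aminoanthracene in PBS was incubated 10 min at room temperature with compound. Fluorescence (ex 380, em 535 nm) was normalized to free and bound 1-AMA, with concentration-response fitted by a four-parameter Hill equation.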
BLM helicase inh: blocks DNA unwinding by human BLM helicase | P54132 | recombinant BLM DNA unwinding, fluorescence dequenching | Potency, µM (titrated, usually from 56.1 µM), without a hit: top-dose activity change, negative = inhibition, most hits filed as inhibitors | actives 0.2% (n = 350,000);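 also: potency is read from the fitted curve at half-maximal effect; plate controls were vehicle for no effect and no enzyme for full effect; nearly all actives have a fitted effect of over 35% in size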
APEX1 inh: blocks human APE1 abasic DNA cleavage; P27695; Potency, µM (titrated, usually from 65.8 µM), without a hit: top-dose activity change, negative = inhibition, actives largely listed as inhibitors; actives 0.35% (n = 350,000); recombinant APE1, TAMRA/BHQ-2 abasic DNA cleavage fluorescence;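 also: potency is read from the fitted curve at half-maximal effect; plate controls were vehicle for no effect and reference inhibitor for full effect; nearly all actives have a fitted effect of over 55% in size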
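Compound pre-exposure to 0.75 nM APE1, 15 min at ambient temperature. Reaction initiated with 50 nM TAMRA/BHQ-2 THF substrate, read immediately in kinetic mode, 525 nm excitation, 598 nm emission.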
POLK inh: inhibitors of human DNA polymerase kappa; actives 0.53% (n = 400,000); Potency, µM (titrated, usually from 107 µM), for inactives: top-dose activity, negative = inhibition, hits mostly inhibitors; purified Pol kappa, fluorescent DNA synthesis assay, 10 min; also: potency is read from the fitted curve at half-maximal effect; % is scaled to controls: 0 for no effect and ±100 for the full control effect
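Readout: fluorescence, taken kinetically at 0 and 10 min. Conditions: 10 nM Pol kappa, 15 min RT compound preincubation, 50 nM substrate final. Controls: enzyme-free buffer wells.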
ERG Ets-DNA blk: inhibitors of human ERG Ets domain-DNA interaction; P11308; fluorescence polarization, His-ERG Ets domain / labelled DNA; Potency, µM (titrated, usually from 76.9 µM), for the others: at the highest dose FP activity, negative = inhibition, usual class: inhibitors; actives 0.028% (n = 370,000); AID 624246; active = well fitted inhibition curve with a large enough effect in the polarisation, with a control signal flat; inconclusive = small, poorly fitted or top-dose-only effect, or effect the other way, or a change in a side signal; inactive = no such curve, though single readings can be large or run the other way; the % refers to the polarisation;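 also: polarization taken with two DNA probes labelled with fluorescein and Texas red; potency is read from the fitted curve at half-maximal effect; % of control where 0% means no effect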
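His-tagged ERG Ets domain (1 uM in the protein solution; 300mM KCl, 50mM Tris-HCl, 1mM EDTA, 1mM DTT, pH 7.5) received compound, then a probe mix of 5 nM fluorescein-DNA and 100nM Texas-615-DNA. Fluorescence polarization was read for both dyes.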
* marks the source's active call; other numbers are inactive results; ? = inconclusive; . = not tested or not shown; [ ] = another dose, or the depositor's remark. Unless noted, calls follow the shape of the dose curve; as a rule, active = well fitted curve in the direction sought with a large enough effect; inconclusive = small, poorly fitted or top-dose-only effect, or another doubt; inactive = no such curve, though single readings can be large; an effect the other way counts as inactive or inconclusive. This is a subset, so the mix of outcomes need not match the whole.

nr | mol | ALOX12 inh | Pol beta inh | TRHR agonist | POLI inh | Apoferritin bind | BLM helicase inh | APEX1 inh | POLK inh | ERG Ets-DNA blk
1 | COc1ccc2c(c1)NC1(O)c3ccccc3C(=O)C21O (centres undefined) | 20% | -15% | 0.1 | ? | -18% | -5% | -4% | -4%[60.1 µM] | .
2 | Cc1cccc(-c2nc3c(c(SCC(=O)N4CCOCC4)n2)CCCC3)c1 | 151%[activator] | -1% | 0.3 | 3% | 12% | 4% | -5% | -21% | 0%
3 | COc1ccc(Br)cc1-c1noc(-c2ccncc2)n1 | -4% | 0% | 0.2 | 7% | 8% | -1% | -3% | -9% | -8%
4 | COc1ccc(-c2nn(-c3ccccc3)cc2/C=C/C(=O)N2CCOCC2)cc1OC | -9% | 19% | -0.1 | 42%[activator] | -9% | -3% | 4% | -9% | -16%
5 | O=[N+]([O-])c1ccc(S(=O)(=O)c2ccccc2)nc1 | -14% | 35% | -0.6 | -8% | -14% | -1% | 38% | -1% | 5%
6 | Cc1ccccc1N1C(=O)c2ccccc2C1O (centres undefined) | 19% | 9% | -0.7 | -13% | 1% | -3% | 3% | -4% | -1%
7 | Cc1cccc(-c2nnc(NC(=O)c3cccs3)s2)c1 | 30% | 3% | 1.0 | 15% | -6% | 1% | ? | 11% | -4%
8 | COC(=O)C1CCN(C(=O)COC(=O)c2ccc(OC)c(S(=O)(=O)N3CCCc4ccccc43)c2)CC1 | -2% | 0% | 0.5 | -28% | -3% | 0% | 3% | -7% | 20%
9 | O=C(CNCc1ccccc1)NC1C2CC3CC(C2)CC1C3 (centres undefined) | 6% | 2% | 0.6 | 39%[activator] | -23% | -1% | 15% | 1% | -25%
10 | CCN(CC)c1ccc(C(=C2C=CC(=[N+](CC)CC)C=C2)c2ccccc2)cc1 | 22µM* | . | . | 8% | ? | -6% | -1% | -3% | .
11 | CCOc1cccc(-c2nn3c(-c4ccco4)nnc3s2)c1 | ? | 7% | -0.9 | 22% | -13% | 1% | 0% | 5% | -6%
12 | CCOC(=O)c1csc(NC(=O)c2ccc(S(=O)(=O)N(C)C)cc2)n1 | 19% | -2% | 2.5 | -3% | -7% | -3% | 2% | -5% | .
13 | O=c1cc(N2CCCCC2)c(-c2ccccc2)nn1Cc1ccccc1 | -27% | 2% | 0.0 | 35%[activator] | ? | -6% | -2% | -14% | 1%
14 | NC(=O)c1ccc(C23CC4CC(CC(C4)C2)C3)o1 | 3% | 1% | 0.3 | 26% | ? | -2% | -10% | -2% | 11%
15 | CCCSc1nc2c(c(=O)[nH]c(=O)n2C)n1Cc1ccc(C)cc1 | 0% | 16% | -1.3 | -1% | -9% | -2% | 3% | -21% | -7%
16 | COc1ccc(/C=C/C(=O)NC(=S)Nc2ccc(S(=O)(=O)Nc3cc(OC)ncn3)cc2)cc1 | ? | 4% | 0.0 | ? | -10% | -8% | 1% | -6% | -7%
17 | Cc1nc(SCCc2ccccc2)[nH]c(=O)c1C | . | 22% | 0.2 | 18% | -7% | 1% | 24% | -11% | -7%
18 | Cc1cccc(NC(c2ccc(O)cc2)c2ccc3ccc(C)nc3c2O)n1 (centres undefined) | ? | -4% | 5.1 | -8% | ? | -12% | ? | -6% | 13%
19 | O=C1CC(N2CCN(Cc3ccc4c(c3)OCO4)CC2)C(=O)N1c1ccccc1 (centres undefined) | 7% | -10% | -1.7 | 13% | 1% | 0% | 1% | 4% | -12%
20 | COC(=O)c1ccc(C(=O)OCCCc2nc3ccc(N)cc3[nH]2)cc1 | 144%[activator] | 21% | -0.2 | 6% | -16% | -6% | 1% | -8% | -5%
21 | O=C(COc1cc(Cl)c(Cl)cc1Cl)N1CCN(c2ccccn2)CC1 | 1% | 14% | 0.3 | 33%[activator] | -4% | -7% | 2% | 2% | 8%
22 | Cc1cc(NS(=O)(=O)c2ccc(NC(=O)COc3cc(C)c(Br)cc3C(C)C)cc2)no1 | 2% | ? | -1.2 | -15% | -10% | -22% | . | -11% | -18%
23 | COc1ccc(C(=O)Nc2ccccc2C(=O)Nc2ccncc2)cc1 | 32%[activator] | ? | -1.1 | -5% | -16% | -3% | 42% | 4% | 2%
24 | O=C1C(=O)c2ccccc2C(O)=C1c1ccccc1F | ? | 25% | -0.7 | 83%[activator] | -4% | -6% | ? | -16% | 0%
25 | C[C@]12CC[C@@H]3c4ccc(O)cc4CC[C@H]3[C@@H]1CC[C@@H]2OC(=O)CCC1CCCC1 | ? | . | . | -14% | . | . | . | 0% | 25%

Random excerpt: 2 records from the list, in no set order.
nr | mol | ALOX12 inh | Pol beta inh | TRHR agonist | POLI inh | Apoferritin bind | BLM helicase inh | APEX1 inh | POLK inh | ERG Ets-DNA blk
22 | Cc1cc(NS(=O)(=O)c2ccc(NC(=O)COc3cc(C)c(Br)cc3C(C)C)cc2)no1 | 2% | ? | -1.2 | -15% | -10% | -22% | . | -11% | -18%
17 | Cc1nc(SCCc2ccccc2)[nH]c(=O)c1C | . | 22% | 0.2 | 18% | -7% | 1% | 24% | -11% | -7%

2 entries from above, set out differently.
16) COc1ccc(/C=C/C(=O)NC(=S)Nc2ccc(S(=O)(=O)Nc3cc(OC)ncn3)cc2)cc1
- ALOX12 inh: ?
- Pol beta inh: 4%
- TRHR agonist: 0.0
- POLI inh: ?
- Apoferritin bind: -10%
- BLM helicase inh: -8%
- APEX1 inh: 1%
- POLK inh: -6%
- ERG Ets-DNA blk: -7%
23) COc1ccc(C(=O)Nc2ccccc2C(=O)Nc2ccncc2)cc1
- ALOX12 inh: 32%[activator]
- Pol beta inh: ?
- TRHR agonist: -1.1
- POLI inh: -5%
- Apoferritin bind: -16%
- BLM helicase inh: -3%
- APEX1 inh: 42%
- POLK inh: 4%
- ERG Ets-DNA blk: 2%

Gathered by group: those above containing four or more nitrogen atoms
nr | mol | ALOX12 inh | Pol beta inh | TRHR agonist | POLI inh | Apoferritin bind | BLM helicase inh | APEX1 inh | POLK inh | ERG Ets-DNA blk
11 | CCOc1cccc(-c2nn3c(-c4ccco4)nnc3s2)c1 | ? | 7% | -0.9 | 22% | -13% | 1% | 0% | 5% | -6%
15 | CCCSc1nc2c(c(=O)[nH]c(=O)n2C)n1Cc1ccc(C)cc1 | 0% | 16% | -1.3 | -1% | -9% | -2% | 3% | -21% | -7%
16 | COc1ccc(/C=C/C(=O)NC(=S)Nc2ccc(S(=O)(=O)Nc3cc(OC)ncn3)cc2)cc1 | ? | 4% | 0.0 | ? | -10% | -8% | 1% | -6% | -7%
